# Polio RdRp inh: poliovirus RNA polymerase inhibition | P03300 | poliovirus polymerase elongation, fluorescence polarization; active compounds read low | % elongation, % (compound at 16.7 µg/mL) | actives 0.66% (n = 150,000); in the data active means % elongation below about 90%; further: some results filed as inactive read as strong as hits
# Target sequence (P03300 1749-2209 limits assumed): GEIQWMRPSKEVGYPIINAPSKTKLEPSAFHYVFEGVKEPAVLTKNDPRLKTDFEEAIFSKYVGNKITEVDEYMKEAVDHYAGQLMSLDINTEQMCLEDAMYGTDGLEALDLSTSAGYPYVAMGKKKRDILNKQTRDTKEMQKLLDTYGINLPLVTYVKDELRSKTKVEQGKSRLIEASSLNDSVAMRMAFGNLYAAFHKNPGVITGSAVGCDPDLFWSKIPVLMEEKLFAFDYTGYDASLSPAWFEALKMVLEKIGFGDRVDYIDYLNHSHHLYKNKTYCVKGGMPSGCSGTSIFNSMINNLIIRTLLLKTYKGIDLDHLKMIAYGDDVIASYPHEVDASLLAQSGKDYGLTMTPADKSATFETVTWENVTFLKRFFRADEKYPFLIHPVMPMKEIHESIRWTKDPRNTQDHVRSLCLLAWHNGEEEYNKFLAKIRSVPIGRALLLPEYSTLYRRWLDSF
# Polio RdRp inh FP z-score: further read-out of Polio RdRp inh, marked with its call; z-score; measured here: FP z-score; hits read low
# Numbers without * were called inactive; & = joins results of further samples. The list is partial. The share of hits here may be higher or lower than overall.
molecule,Polio RdRp inh,Polio RdRp inh FP z-score
O=C(NCc1ccccc1)c1ccc2nc(CCc3ccccc3)oc2c1,101,-1.4
O=C(CC1(O)C(=O)N(Cc2ccccc2Cl)c2ccccc21)c1ccccn1 (stereo not given),105,0.8
CC(C)CN(CC(C)C)S(=O)(=O)N1CCC(C(=O)NC2CC2)CC1,101,0.2
CCCCC[C@@H](/C=C/C=C\CCCCCCCC(=O)O)OO,99&99,-0.6&-0.1
O=C(CN1CCN(Cc2ccccc2)CC1)N1CCOCC1,102,0
CCN=c1scc(-c2ccccc2)n1/N=C/c1ccccn1,102,0
Cc1cccc(C(=O)NCCCN2CCCC2=O)c1,107,0.4
COc1cccc(CC(=O)NCc2ccc3c(c2)CCN3C(C)=O)c1,108,0.3
CCCCC(=O)Nc1cccc(OCc2cc(=O)n3ccccc3n2)c1,103,-0.7
COc1cccc(C(C(=O)NCc2ccccc2)N(C(=O)Cn2nnc3ccccc32)c2cccc(C(C)=O)c2)c1 (stereo not given),108,0.1
COc1cccc(-c2cc(C(F)(F)F)n3nc(C)c(-c4ccccc4)c3n2)c1,101,-0.4
CCOC(=O)c1cc2oc(C)cc2n1CCCN1C(=O)c2ccccc2C1=O,105,1.7
Cc1c(Cl)cccc1NC(=O)c1cnc2sc(N3CCCC3)nn2c1=O,111,0.5
COc1ccc(Nc2cc(C(=O)NCc3ccccc3)c3ccccc3n2)cc1,104,-1.6
CCOc1ccc(CCNC(=O)CCc2c(C)nc3c(c(C)nn3-c3ccccc3)c2C)cc1OCC,111,1.1
O=c1[nH]c(=S)n(-c2ccccc2)c(O)c1C=Nc1ccc(N2CCOCC2)c(Br)c1,103,0.2
COc1ccc(-c2nnc(SCC(=O)N3CCc4ccccc43)o2)cc1OC,110,1.3
N#Cc1c2n(c(=O)[nH]c1=O)CCC2,103,-0.1
CC(NCc1ccc2c(c1)OCO2)C(=O)N1CCc2ccccc21 (stereo not given),101,-0.2
Cn1nnnc1SCC(=O)Nc1nccs1,109,0.8
O=C(c1ccccc1)N1CCNCC1,98,-0.9
CC1CCN(C(=O)Cn2ncc3c4ccccc4n(Cc4ccc(Cl)cc4)c3c2=O)CC1,144,3.9
COc1ccc2nc(Nc3nnc(-c4ccccc4)o3)sc2c1,100,-0.6
Cc1ccnc(SCc2cccc(C(=O)O)c2)n1,102,0.7
COCC(=O)OCc1cc(=O)oc2cc(O)ccc12,102,-0.1
CNC(=S)NNS(=O)(=O)c1ccc2ccccc2c1,99,-0.6
O=C(CCNS(=O)(=O)c1ccc2[nH]c(=O)ccc2c1)NC1CCCC1,101,-0.3
C/C(=C(\CCOP(=O)(O)O)SC(=O)c1ccccc1)N(C=O)Cc1cnc(C)nc1N,100,0
NC(=O)CN1C(=O)S/C(=C\C=C\c2ccccc2)C1=O,103,0.3
COc1cc(-c2cc(C(F)(F)F)n3ncc(C(=O)O)c3n2)cc(OC)c1OC,102,0.6
COc1cc(OC)c(C(=O)CCC(=O)O)cc1OC,104,-0.1
CC(=O)Nc1ccc(NC(=O)Cn2c(=O)cc(C)c3c(C)nn(-c4cccc(F)c4)c32)cc1,100,-0.5
Cc1ccccc1OCC(=O)Nc1ccccc1C(=O)OCc1cc(=O)n2nc(C3CC3)sc2n1,112,1.3
O=C(CSc1ncccc1C(=O)O)NCCC1=CCCCC1,100,-0.8
Cc1ccc(C)c(C(=O)Cn2nc(C(=O)O)c3ccccc3c2=O)c1,102,-0.2
CCc1nnc(SCc2nc(-c3ccccc3Cl)oc2C)c2cc3sc(C)cc3n12,108,0.2
CCOC(=O)c1[nH]c(C)c(CCC(=O)NC(C)c2ccccc2)c1C (stereo not given),107,0
C=CCn1cc(/C=N/N2C(=O)C3C4C=CC(C4)C3C2=O)c2ccccc21 (stereo not given),100,-0.3
CCOc1ccc(NC(=O)c2cc(S(=O)(=O)N3CCCC3)c[nH]2)cc1,103,-0.8
CCc1cc(Br)ccc1NS(=O)(=O)CC,103,0.7
CC(C)c1ccccc1NC(=O)C(Cc1c[nH]c2ccccc12)NC(=O)OC(C)(C)C (stereo not given),110,-0.2
Cn1c(SCc2ccccc2Cl)nc2ccccc21,100,-0.1
CC(C)[C@H](NC(=O)c1ccccc1)C(=O)N1CCN(Cc2ccccc2)CC1,105,0.5
Cn1c(-c2ccccc2O)[n+](C)c2ccccc21,95,-2.2
COc1ccc(C(CNC(=O)Cc2cc(OC)c(OC)c(OC)c2)N2CCCC2)cc1 (stereo not given),103,0
Cc1ccc(C2C(C(=O)c3ccco3)=C(O)C(=O)N2CCCN(C)C)o1 (stereo not given),103,0.8
c1ccc(Oc2nc(Oc3ccccc3)nc(Oc3ccccc3)n2)cc1,102,-0.2
COc1cccc(OCc2nnc(SCC(=O)NC(C)(C)C)o2)c1,102,-0.2
COc1ccc(C2=NOC(CNC(N)=S)C2)cc1 (stereo not given),99,-0.2
CCNc1ccc(-c2nc(-c3ccccn3)no2)cc1[N+](=O)[O-],110,0.5
CCCCCSc1nc2ccccc2n1Cn1nnc2ccccc2c1=O,101,0
Cc1cccc(OC(C)c2nc(-c3ccccc3)no2)c1 (stereo not given),104,1.1
COc1ccc(C2N=C(N)Nc3nc4ccccc4n32)c(OC)c1OC (stereo not given),106,0.2
CCO/C=C(\C#N)c1nc(-c2ccccc2)cs1,123,2.4
CCC(CC)C(=O)N1CCCN(C(=O)C(CC)CC)CC1,105,0.6
Cc1ccc(/C=N/NC(=O)c2ccc(NS(=O)(=O)c3cccs3)cc2)o1,99,-0.3
Cc1ccc2c(c1)N(C(=O)CCC(=O)NCc1cccc(F)c1)CC(C)O2 (stereo not given),107,0
NC(=O)Nc1ccc(C(=O)OCc2cc(=O)n3cc(Br)ccc3n2)cc1,103,0
COC(=O)c1ccc(CSc2nc3c([nH]c4ccccc43)c(=O)n2-c2cc(C)cc(C)c2)o1,117,2.4
CCC1CN(C(=O)Nc2ccc(C)c(F)c2)c2ccccc2S1 (stereo not given),106,-0.6

# Following part
molecule,Polio RdRp inh,Polio RdRp inh FP z-score
CCN(CC)c1ccc(NC(C)C(=O)Nc2ccc(C)cc2)cc1 (stereo not given),103,0.2
C(=Nc1ccccc1)c1ccc(-c2cccs2)s1,100,-0.5
N#Cc1ccccc1NC(=O)CN1CCN(S(=O)(=O)c2ccc(Br)s2)CC1,102,0.1
CC(=O)NC(NCCC12CC3CC(CC(C3)C1)C2)(C(F)(F)F)C(F)(F)F,103,0
O=C(Cc1nc2ccccc2[nH]1)NCc1ccc(Cl)cc1,102,0.3
CCN(CC)c1ccc(NC(=O)Cn2c3ncccc3c(=O)n2-c2ccccc2)c(C)c1,107,0.1
CCc1c(C)nc(SCC(=O)N(C(C)C)C(C)C)[nH]c1=O,100,-0.5
CCC(=O)N1c2ccccc2CC1C(=O)NCCN1CCN(c2cccc(C)c2C)CC1 (stereo not given),103,-0.8
N#Cc1ccc(COC(=O)c2cc(=O)[nH]c3ccccc23)cc1,99,-0.7
CCC1=Nc2cc(C(=O)N3CCN(C(=O)c4ccco4)CC3)ccc2Sc2ccccc21,103,0.9
CCOc1ccc(C(=O)Nc2c(C(=O)c3ccc(OC)cc3)oc3ccccc23)cc1,106,0.3
CCCc1cc(N2CCN(c3ccccc3F)CC2)n2cnnc2n1,107,0
COc1ccc(-c2nn(-c3ccccc3)cc2C(=O)Nc2ccccc2OC)cc1,109,-0.4
COc1ccc(-c2noc(CC(=O)NCCCN3C(C)CCCC3C)n2)cc1 (stereo not given),104,0.2
O=S1(=O)C=CC(NCc2ccccc2)C1 (stereo not given),100,-1.4

# Next part, starting with the last two of the part before.
molecule,Polio RdRp inh,Polio RdRp inh FP z-score
COc1ccc(-c2noc(CC(=O)NCCCN3C(C)CCCC3C)n2)cc1 (stereo not given),104,0.2
O=S1(=O)C=CC(NCc2ccccc2)C1 (stereo not given),100,-1.4
Cc1cc(C(=O)Nc2nc(-c3ccccc3)c(-c3ccccc3)s2)no1,99,-0.9
CCc1nc2nc(C)cc(Nc3cccc(C)c3C)n2n1,104,-0.2
CCCCc1cc(=O)oc2c(CN(C)C)c(O)ccc12,100,-0.1
COC(=O)c1scc(-c2ccccc2)c1S(=O)(=O)Nc1ccccc1,105,0.4
C=CCSc1nc(-c2ccccc2)c(C#N)c(=O)[nH]1,96,-0.9
Cc1ccc(/C=C/C(=O)OCC(=O)c2cc(C)c(C)cc2C)o1,104,-0.2
Cc1cc(C)c2c(-n3cccc3)c(C(=O)Oc3ccccc3)sc2n1,104,0.1
O=C(NCc1ccco1)c1ccc(-c2ccccc2Cl)o1,101,-0.4
CCOC(=O)N1CCN(S(=O)(=O)c2ccc(C(=O)Nc3cc(C)on3)cc2)CC1,102,0.6
CC1CC(NC(=S)NCCO)CC(C)(C)C1 (stereo not given),99,-0.2
Oc1ccc(Cl)c2cccnc12,101,0.3
Cc1ccc(Nc2cc(-c3ccccc3)nc(C)n2)cc1,105,-0.3
COCCN1Cc2cccc(C(=O)Nc3ccc(Cl)cc3Cl)c2C1=O,109,0.4
Cc1ccc(-c2nc3ccc(NCc4cccs4)cc3o2)cc1,108,0.7
CCOC(=O)N1CCN(C(=O)c2cn(CC(C)C)c(=O)c3c2c2ccccc2n3C)CC1,100,-0.2

# An excerpt of these results, with two lines to a compound:
# Below each compound – Polio RdRp inh	Polio RdRp inh FP z-score
CCCCC(=O)Nc1cccc(OCc2cc(=O)n3ccccc3n2)c1
    103	-0.7
CCCCCSc1nc2ccccc2n1Cn1nnc2ccccc2c1=O
    101	0
C/C(=C(\CCOP(=O)(O)O)SC(=O)c1ccccc1)N(C=O)Cc1cnc(C)nc1N
    100	0
CCOC(=O)N1CCN(S(=O)(=O)c2ccc(C(=O)Nc3cc(C)on3)cc2)CC1
    102	0.6
COc1ccc(C2N=C(N)Nc3nc4ccccc4n32)c(OC)c1OC (stereo not given)
    106	0.2

# (continued)
molecule,Polio RdRp inh,Polio RdRp inh FP z-score
O=C(OCC(=O)N1c2ccccc2Sc2ccccc21)C1=COCCO1,99,-0.3
Cc1cc(Cc2ccc(C(F)(F)F)cc2)c(=O)[nH]n1,101,-0.5
O=C(O)CSCC(=O)Nc1cccc2ccccc12,100,-0.3
CCCNC(=O)c1ccc2c(c1)NC(=O)/C(=C/c1ccccc1)S2,105,1.8
COc1cc(OC)c(OC)cc1CN1CCN(c2cccc(C)c2C)CC1,96,-0.4
CCOc1cc2sc(N3CCC(C(=O)Nc4ccccc4Cl)CC3)nc2cc1Br,112,0.5
CC1(C)C2CC=C(COCC(O)CNCc3ccccn3)C1C2 (stereo not given),98,-0.7
Cn1c(=S)[nH]c2ccccc21,90,-1.3
CC1CC(C)CN(C(c2ccco2)c2sc3ncnn3c2O)C1 (stereo not given),110,1.7
CCN(C#N)c1ccc(Cc2ccc(N(C#N)CC)cc2)cc1,102,0.7
CN1C(=C2C(=O)CC(C)(C)CC2=O)Sc2ccccc21,103,0.2
CCCCN1CC(c2nc3ccccc3n2CCCCOc2cccc(C)c2C)CC1=O (stereo not given),108,0.1
Cc1noc(C(=O)N(C)C2CCCCC2)c1Cl,99,-0.1
Cc1nn(C)c2[nH]c(C(F)(F)F)cc(=O)c12,101,-0.2
N#Cc1c(SCC(=O)C23CC4CC(CC(C4)C2)C3)sc2c(=O)[nH]c(=O)[nH]c12,99,-1.1
Cc1ccc(N(CC(=O)Nc2ccc(Cl)cc2)S(=O)(=O)c2cccc3nonc23)cc1,107,0
Cc1ccc(CNC(=O)CN2C(=O)CSc3ccc(S(=O)(=O)N(C)C)cc32)cc1,101,-0.4
Cc1ccc(S(=O)(=O)NC2=NCN(C(C)C)CN2)cc1,100,-0.5
CC(=O)Nc1ccccc1N,111,1.1
CCn1c(=O)cc(OCC(=O)NCc2ccc(OC)cc2OC)c2ccccc21,98,-1.8
O=C(COc1ccc(S(=O)(=O)NC2CCCCC2)cc1)Nc1ccc(C(F)(F)F)cc1,103,-0.4
O=C(CSc1nnc2scc(-c3ccc(Cl)cc3)n12)Nc1cccc(C(F)(F)F)c1,106,0.3
CCc1nnc(NC(=O)CCC(=O)N2CCC(O)CC2)s1,99,-0.7
Cc1nn(-c2ccccc2)c2sc(C(=O)N(C)c3ccccc3)cc12,103,0.2
O=C(CN1c2ccc(Br)cc2-c2ccccc2S1(=O)=O)N1CCCCC1,110,0.9
O=C(CCCN1C(=O)c2ccccc2C1=O)NC1=NCCS1,100,-0.5
CN=C1SC(CC(=O)NC)C(=O)N1C (stereo not given),100,-0.2
Cc1cc(Nc2cccc(Cl)c2)nc2ccc(NC(=O)c3cccc(N(C)C)c3)cc12,109,0.6
COc1ccc(-c2nc3n(n2)C(c2ccccc2)C(C(=O)Nc2cccnc2)=C(C)N3)cc1 (stereo not given),103,-0.2
C/C(=C\C(=O)NN)NNc1ncnc2ccccc12,99,-0.3
O=C(O)c1c2c(nc3ccc(F)cc13)CCCC2,102,0.1
CCN(CC)S(=O)(=O)c1nnc(NC(=O)COc2ccc(Cl)cc2)s1,106,-0.5
Cn1c(=O)c2c(ncn2CC(O)COc2ccccc2)n(C)c1=O (stereo not given),106,0.5
O=C(Nc1cccc2ccccc12)OCCn1nnnc1CN1CCOCC1,102,0.1
CN(C)C(CNS(=O)(=O)c1ccc2c(c1)OCCO2)c1ccco1 (stereo not given),96,-0.2
CC(Sc1nnc(CCNC(=O)c2ccccc2F)n1C)c1nc2ccccc2c(=O)[nH]1 (stereo not given),101,-0.2
CCOc1ccc(-n2c(=O)[nH]cc(C(=O)N3CCCc4ccccc43)c2=O)cc1,101,-0.1
CCc1nn(CC(=O)N(C)C2CCCCC2)c(=O)c2cc3cc(C)ccc3n12,105,1.1

# Source: PubChem (ICCB-Longwood Screening Facility, Harvard Medical School)
